procasp7 counter: activates human procaspase-7, counter-screen for procaspase-3 activators; recombinant procaspase-7, Ac-DEVD-pNA absorbance 405 nm; D23A/D198A/D206A triple mutant, cannot self-cleave; scale: DMSO 0, 5 µM enzyme 100; activation, % at 8.5 µM; 330,000 compounds, 0.093% hits; AID 463210;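 active = percent activation above the screen-wide mean plus 3 SD, cut at about 25% in these data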
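Material: Procaspase-7 triple mutant (PC-7 D3A) | Quantity: 2 µM procaspase-7 mutant as dispensed | Reagent: DEVD-pNA substrate | Times: 1 h preincubation, 2 h reaction | Technique: 405 nm absorbance of p-nitroaniline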
LAP4-GFP MLPCN: modulators of TOR pathway LAP4-GFP in S. cerevisiae; 320,000 compounds, 0.34% hits; GFP response vs DMSO, % at 10 µM; S. cerevisiae LAP4-GFP multiplex, flow cytometry GFP, 3 h; median GFP as percent of DMSO wells;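 active = GFP response vs DMSO above a set limit, about the screen mean plus 3 SD, cut at about 150% in these data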
RPL19A-GFP yeast: yeast TOR pathway RPL19A-GFP modulation. AID 2025. percent response vs DMSO, % at 10 µM. S. cerevisiae RPL19A-GFP strain, flow cytometry, 3 h; stronger effect = lower value. 330,000 compounds, 0.3% hits;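 active = percent response vs DMSO below 50%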;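 note: median channel GFP fluorescence of the barcoded RPL19A-GFP strain; ratio of sample median GFP to plate DMSO average so 100% = DMSO; lower means less RPL19A-GFP as with rapamycin TOR inhibition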
MEP2-GFP yeast: modulators of TOR pathway MEP2-GFP in S. cerevisiae. S. cerevisiae MEP2-GFP strain, flow cytometry GFP, 3 h; 100% = DMSO control level. GFP response vs DMSO, % at 10 µM. 330,000 compounds, 0.51% hits;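 active = GFP response versus DMSO above a set limit, roughly screen mean plus 3 SD, cut at about 180% in these data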;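 note: median GFP fluorescence of the barcode-gated MEP2-GFP cells per well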
EBNA-1 inh: blocks EBNA-1 binding to DNA | AID 1950 | inhibition, % at 14.8 µM | EBNA-1 DNA binding, fluorescence polarization | 300,000 compounds, 0.34% hits; in the data active = inhibition above about 28%
AHR act: activators of human aryl hydrocarbon receptor; 320,000 compounds, 2.5% hits; activation, % at 5 µM; P35869; AID 2796; AHR-responsive luciferase reporter cells, luminescence; in the data active = activation above about 47%;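 note: 0% = vehicle wells and 100% = reference agonist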
proCasp3 act: activates human procaspase-3 | recombinant procaspase-3 D3A, Ac-DEVD-pNA absorbance 405 nm | activation, % at 8.5 µM | 330,000 compounds, 0.11% hits;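 active = activation above the mean of all tested compounds plus 3 SD, cut at about 21% in these data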;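 note: 0% = DMSO alone and 100% = DMSO wells spiked with extra 5 µM PC-3 D3A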
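material = Procaspase-3 D3A mutant | probe or stimulus = Ac-DEVD-pNA | compound = single dose, 8.5 µM nominal compound, 0.8% DMSO | timing = 1 h preincubation, 2 h reaction | measured by = 405 nm absorbance of p-nitroaniline, reads at 0 and 120 min | benchmarks = DMSO-only low control, 5 µM PC-3 D3A high control | repeats = singlicate, each compound tested once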
ZTA counter: ZTA (EBV) inhibition in EBNA-1 counter-screen; AID 2234; 320,000 compounds, 0.15% hits; inhibition, % at 11 µM; ZTA-DNA binding, fluorescence polarization; P03206; in the data active = inhibition above about 33%
* hit, by the source's call; . = not tested or not shown; [ ] = another dose, or the depositor's remark. Rows were taken by chance; about 3.8% have a hit in one of these screens.

SMILES	procasp7 counter	LAP4-GFP MLPCN	RPL19A-GFP yeast	MEP2-GFP yeast	EBNA-1 inh	AHR act	proCasp3 act	ZTA counter
CC1CCCN(C(=O)c2ccc(OC3CCN(CCc4ccccc4)CC3)cc2)C1 (stereo unspecified)	-2	101	100	102	-5	0	-1	-4
O=C(Nc1ccc(Cl)cc1)N1CCC(c2nc(-c3cccs3)no2)CC1	-6	100	96	97	10	41	5	1
Cc1cc(C(F)(F)F)nn1Cc1n[nH]c(=S)n1-c1ccc(F)cc1	-7	103	106	105	5	2	-5	-1
Nc1ccc(S(=O)(=O)NC2(C(F)(F)F)NC(=O)N(Cc3ccccc3)C2=O)cc1 (stereo unspecified)	9	90	98	82	-10	1	-2	-4
O=C(NCc1ccccn1)c1n[nH]c(=O)c2ccccc12	-4	103	96	95	-15	8	0	0
Cc1ccc(CC2CC(=O)N(c3nc(C)cc(C)n3)C2=O)cc1 (stereo unspecified)	10	98	102	104	-4	1	7	-6
CCN(Cc1ccccc1)C(=O)CSc1nc(C)cc(=O)[nH]1	3	96	88	95	1	1	-2	1
c1ccc2c(CNCCN3CCOCC3)cccc2c1	5	96	99	98	-4	1	-9	9
CN1/C(=C\C=N\NC(=O)c2cccnc2)C(C)(C)c2ccccc21	-12	104	96	95	-12	36	-12	-13
COc1cccc(CN2CCN(S(=O)(=O)c3ccc(Br)cc3)CC2)c1	3	99	98	99	-7	-2	-6	3
Cc1cc(=O)oc2c(C(=O)/C=C\c3cccs3)c(O)ccc12	6	152*	104	92	6	73*	0	-4
CCOC(=O)CSc1nc2nc(C)cc(C)n2n1	11	108	100	106	-10	0	6	14
CCc1cccc(NC(=O)CCS(=O)(=O)c2ccc(Br)cc2)c1	-8	101	104	115	-5	10	-1	-3
NC(N)=Nc1nc2ccc([N+](=O)[O-])cc2[nH]1	7	96	105	104	-1	3	-6	11
O=C(NCc1ccc2c(c1)OCO2)C1CC(=O)N(C2CCCCCCC2)C1 (stereo unspecified)	-11	95	100	105	6	0	0	-6
COc1ccc(S(=O)(=O)N2CCC(C(=O)OCC(=O)c3ccccc3)CC2)cc1[N+](=O)[O-]	10	94	103	105	-7	-2	-3	11
COc1cc(/C=C/C(=O)OCC(=O)NC2CCS(=O)(=O)C2)ccc1O (stereo unspecified)	3	86	104	105	-4	-2	-1	-12
COc1cccc(NC(=O)c2ccc3c(c2)CCCC3)c1	6	174*	77	77	3	-4	5	-10
COc1ccc(C(=O)Nc2ccccc2N2CCOCC2)cc1Br	1	112	93	105	3	12	6	-4
CCOC(=O)C(=O)/C(C#N)=C/Nc1ccccc1	3	99	103	101	5	4	-6	20
COc1cccc(NC(=O)CCC2CCN(Cc3nccs3)CC2)c1	9	91	96	103	-10	9	0	-14
O=C(CN1C(=O)NC(c2ccccc2)(c2ccccc2)C1=O)Nc1cccnc1Cl	2	109	112	106	5	2	-5	5
N/C(=N\NC(=O)c1sccc1OCc1ccc(Cl)cc1Cl)c1ccccn1	2	85	87	92	-1	7	-1	0
CCC1CN(C(=O)Nc2ccc(C)cc2)c2cc(C)ccc2O1 (stereo unspecified)	4	94	96	68	0	3	-1	-27
O=[N+]([O-])c1cccc(S(=O)(=O)NCCCn2ccnc2)c1	1	92	100	105	4	3	2	16

16 of these compounds in another layout.
| Structure | procasp7 counter | LAP4-GFP MLPCN | RPL19A-GFP yeast | MEP2-GFP yeast | EBNA-1 inh | AHR act | proCasp3 act | ZTA counter |
| --- | --- | --- | --- | --- | --- | --- | --- | --- |
| COc1cccc(CN2CCN(S(=O)(=O)c3ccc(Br)cc3)CC2)c1 | 3 | 99 | 98 | 99 | -7 | -2 | -6 | 3 |
| Cc1cc(=O)oc2c(C(=O)/C=C\c3cccs3)c(O)ccc12 | 6 | 152* | 104 | 92 | 6 | 73* | 0 | -4 |
| CCOC(=O)CSc1nc2nc(C)cc(C)n2n1 | 11 | 108 | 100 | 106 | -10 | 0 | 6 | 14 |
| CCc1cccc(NC(=O)CCS(=O)(=O)c2ccc(Br)cc2)c1 | -8 | 101 | 104 | 115 | -5 | 10 | -1 | -3 |
| NC(N)=Nc1nc2ccc([N+](=O)[O-])cc2[nH]1 | 7 | 96 | 105 | 104 | -1 | 3 | -6 | 11 |
| O=C(NCc1ccc2c(c1)OCO2)C1CC(=O)N(C2CCCCCCC2)C1 (stereo unspecified) | -11 | 95 | 100 | 105 | 6 | 0 | 0 | -6 |
| COc1ccc(S(=O)(=O)N2CCC(C(=O)OCC(=O)c3ccccc3)CC2)cc1[N+](=O)[O-] | 10 | 94 | 103 | 105 | -7 | -2 | -3 | 11 |
| COc1cc(/C=C/C(=O)OCC(=O)NC2CCS(=O)(=O)C2)ccc1O (stereo unspecified) | 3 | 86 | 104 | 105 | -4 | -2 | -1 | -12 |
| COc1cccc(NC(=O)c2ccc3c(c2)CCCC3)c1 | 6 | 174* | 77 | 77 | 3 | -4 | 5 | -10 |
| COc1ccc(C(=O)Nc2ccccc2N2CCOCC2)cc1Br | 1 | 112 | 93 | 105 | 3 | 12 | 6 | -4 |
| CCOC(=O)C(=O)/C(C#N)=C/Nc1ccccc1 | 3 | 99 | 103 | 101 | 5 | 4 | -6 | 20 |
| COc1cccc(NC(=O)CCC2CCN(Cc3nccs3)CC2)c1 | 9 | 91 | 96 | 103 | -10 | 9 | 0 | -14 |
| O=C(CN1C(=O)NC(c2ccccc2)(c2ccccc2)C1=O)Nc1cccnc1Cl | 2 | 109 | 112 | 106 | 5 | 2 | -5 | 5 |
| N/C(=N\NC(=O)c1sccc1OCc1ccc(Cl)cc1Cl)c1ccccn1 | 2 | 85 | 87 | 92 | -1 | 7 | -1 | 0 |
| CCC1CN(C(=O)Nc2ccc(C)cc2)c2cc(C)ccc2O1 (stereo unspecified) | 4 | 94 | 96 | 68 | 0 | 3 | -1 | -27 |
| O=[N+]([O-])c1cccc(S(=O)(=O)NCCCn2ccnc2)c1 | 1 | 92 | 100 | 105 | 4 | 3 | 2 | 16 |

(more compounds)
SMILES	procasp7 counter	LAP4-GFP MLPCN	RPL19A-GFP yeast	MEP2-GFP yeast	EBNA-1 inh	AHR act	proCasp3 act	ZTA counter
CCOC(=O)c1c(-c2ccccc2)csc1NC(=O)c1ccc(S(=O)(=O)N2CCOCC2)cc1	0	91	103	103	7	-2	-1	13
Cc1ccccc1C(=O)Nc1ccc2c(C#N)c3nc4ccccc4nc3n2c1	-1	92	109	98	4	9	5	7
CCN(CCn1cccn1)C(=O)c1ccc2nc(Cc3ccc(OC)cc3)oc2c1	-3	98	105	99	6	-1	3	4
COc1ccc(CN2CCc3ccccc3C2)cc1Br	5	102	100	105	14	1	-8	4
O=C(CCS(=O)(=O)c1ccc(Br)cc1)Nc1ccc(Br)cc1F	7	103	102	107	10	2	11	2
COc1ccc(S(=O)(=O)Nc2ccccc2C(=O)N2CCOCC2)cc1Cl	-5	87	101	93	8	0	-2	4
Cc1ccc(OCC(O)CNC(C)c2ccccc2)cc1C (stereo unspecified)	10	94	95	99	-5	0	-2	7
CCOCCCn1c(SCC(=O)N2CCOCC2)nc2ccccc2c1=O	9	89	96	106	2	-1	2	0
O=C(OCC(=O)N1CCCc2ccccc21)c1cc(S(=O)(=O)N2CCOCC2)ccc1F	4	103	96	102	-3	-1	2	5
CSc1nc(N2CCOCC2)cc(N2CCOCC2)n1	4	108	97	106	5	9	-1	-5
Cc1cccc(CN2CCN(Cc3cccc(-n4cccn4)c3)CC2CCO)n1 (stereo unspecified)	1	99	105	100	-10	1	-7	8
CCn1nc(C)c([N+](=O)[O-])c1C(=O)NNC(=O)c1ccc(Cl)cc1	2	104	100	101	-4	0	0	-12
O=C(CSc1n[nH]c(=O)n1C1CC1)Nc1ccc(Cl)cc1Cl	-2	92	91	87	.	1	-7	.
CCOc1cc(C(=S)N2CCC(O)CC2)ccc1OS(=O)(=O)c1ccc(Br)cc1	-4	109	99	101	-5	2	-7	-9
COc1cc(/C=N/NC(=O)Cc2csc(C)n2)ccc1OCC(C)C	0	84	99	99	5	6	-3	-6
O=C(NC(=S)NNC(=O)c1cccs1)c1ccc(Br)o1	-20	114	102	101	2	6	2	1
O=C(O)CN1C(=O)C(=O)N(Cc2ccc(C(F)(F)F)cc2)C1=O	1	98	103	106	-5	3	1	0
Cc1c(C(=O)NNC(=O)c2ccccc2O)oc2ccc(Br)cc12	-9	93	110	107	13	51*	-8	2
Cc1ccc(S(=O)(=O)NC(=O)c2ccc(-c3ccc(C)c4ccccc34)o2)cc1	-25	113	92	88	2	9	-23	-7
Cn1c(SCC(=O)N/N=C/c2cccs2)nc2ccccc21	8	95	99	103	2	16	4	-2
CC(=O)c1cccc(NCC(=O)c2ccc(C)c([N+](=O)[O-])c2)c1	-7	113	115	119	8	3	8	4
CC1(C)Cc2cccc(OCC(=O)Nc3ccc(S(N)(=O)=O)cc3)c2O1	8	102	98	104	0	-1	-3	-1
O=[N+]([O-])c1ccc(N2CCN(S(=O)(=O)c3ccccc3[N+](=O)[O-])CC2)cc1NCc1cccnc1	-8	92	103	108	1	5	-9	-3
CCN(CC)CCNC(=O)Cn1nc(Cc2ccncc2)c2ccccc2c1=O	-3	93	104	106	0	-2	-10	-5
O=S(=O)(NC1CCCCC1Sc1ncccn1)c1ccc(Cl)cc1 (stereo unspecified)	-8	97	101	101	-17	0	-9	-8

2 entries drawn at random from the list so far:
SMILES	procasp7 counter	LAP4-GFP MLPCN	RPL19A-GFP yeast	MEP2-GFP yeast	EBNA-1 inh	AHR act	proCasp3 act	ZTA counter
O=C(O)CN1C(=O)C(=O)N(Cc2ccc(C(F)(F)F)cc2)C1=O	1	98	103	106	-5	3	1	0
Cc1ccccc1C(=O)Nc1ccc2c(C#N)c3nc4ccccc4nc3n2c1	-1	92	109	98	4	9	5	7

Continuation.
SMILES	procasp7 counter	LAP4-GFP MLPCN	RPL19A-GFP yeast	MEP2-GFP yeast	EBNA-1 inh	AHR act	proCasp3 act	ZTA counter
COCCn1c(C)cc(C(=O)CN2C(=O)NC3(CCCCCC3)C2=O)c1C	6	96	97	99	.	10	-6	-5
CNc1snc(C)c1C(=O)OCC(=O)NCc1ccccc1OC	6	113	98	109	.	-1	5	.
COc1ccccc1NC(=S)NCCc1c[nH]c2ccccc12	1	89[may fluoresce violet]	.	262*[may fluoresce violet]	7	30	4	-6
CCN(CC)C(=O)CSc1nc(C)cc(C)c1C#N	-1	106	104	104	12	5	3	6
CC(OC(=O)c1ccc(Cl)cc1)C(=O)NCC1CCCCC1 (stereo unspecified)	8	111	100	100	.	0	3	-9
CCN(CC)C(=O)Oc1ccc2c(c1)O/C(=C\c1ccco1)C2=O	-20	110	107	114	6	4	-4	11
COc1ccc2oc(C(=O)N(C)Cc3ccc4c(c3)OCCO4)c(C)c2c1	3	106	93	97	0	5	-1	-6
CCC(C)c1ccc(NC(=O)COC(=O)C2CCCC2)cc1 (stereo unspecified)	-2	101	96	98	.	-1	-7	.
Cc1c(C(=O)c2ccc([N+](=O)[O-])cc2)c(=O)n(C)c(=O)n1C	8	102	103	97	0	-2	12	-14
COc1ccc(/C=C(\C#N)C(=O)OCC(=O)N(C)C2CCS(=O)(=O)C2)cc1 (stereo unspecified)	-4	90	93	103	-11	4	-2	0
CCCCN1C(=O)C2C3C=CC(C2C1=O)C1C2C(=O)N(CCCC)C(=O)C2C31 (stereo unspecified)	-6	95	106	101	-18	3	-2	-11
COc1ccc(C(=O)Cc2nnc(C)s2)cc1	-8	91	97	102	-5	6	1	-6
Cc1ccc(C2CC(c3cccs3)=NN2S(=O)(=O)c2ccc(C)cc2)cc1 (stereo unspecified)	3	103	103	103	4	4	5	-10
O=C(C1CCN(S(=O)(=O)c2ccc3ccccc3c2)CC1)N1CCN(c2ncccn2)CC1	6	.	97	111	8	-4	2	12
Cc1ccc(C(=O)CSc2nnnn2-c2ccccc2)o1	1	109	99	102	-17	5	-10	10

Screens from PubChem BioAssay.
